MT stabilize HCS – microtubule stabilizers in HeLa cells; HeLa tubulin immunostaining HCS, 24 h; share of cells brighter than vehicle mean+2SD; % tubulin-high responders, % at 10 µM; actives 0.83% (n = 200,000);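 active = plate Z-score above 3 for both tubulin-high and condensed-nucleus cell shares, with cell loss under 80%, at 10 µM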;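 also: anti alpha tubulin signal scored within the nucleus-defined area of each cell; some results filed as inactive read as strong as hits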
AID2073 – inhibitors of Mint1-CaV2.2 protein interaction, biochemical, HTRF (AID 2073) | actives 0.19% (n = 290,000) | HTRF protein-protein interaction, Mint1-CaV2.2; higher % means a stronger effect | inhibition, % at 20 µM; hits with a dose series show IC50 in µM; in the data active = inhibition mostly above about 51%, no sharp cut-off; also: some results filed as inactive read as strong as hits
bCat nuc transl – alters nuclear translocation of beta-catenin in HeLa cells; immunofluorescence imaging; nuclear translocation activity, % at 5 µM; actives 0.3% (n = 190,000);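 active = nuclear translocation activity above 50% at 5 µM, with a well cell count of 50 or more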;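 also: per-cell ratio of nuclear to cytoplasmic median beta-catenin stain intensity; plate controls were DMSO negative control for no effect and GSK-3 inhibitor IX positive control for full effect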
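Test system: human HeLa cell line; Doses: 5 µM primary, 0.02–20 µM confirmation; Incubation: 24 h compound exposure, 37°C; Detection: beta-catenin immunofluorescence imaging with DAPI; Read-out: beta-catenin nuclear/cytoplasmic ratio, % activation.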
Insulin prom up – MIN6 insulin promoter up-regulation; actives 0.3% (n = 190,000); MIN6 insulin promoter-GFP reporter, high-content imaging; active compounds read high; z-score at 5 µM;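 active = z-score above 3 at 5 µM with at least 500 cells counted in the well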
WT yeast gro inh – growth inhibition of WT yeast, mitochondrial fusion screen; mitochondrial fusion phenotypic screen, WT strain; inhibition, % at 10 µM; actives 2.1% (n = 190,000); AID 1362; in the data active = inhibition above about 58%; tested in S. cerevisiae
Yfh1-depleted yeast – mitochondrial function rescue without frataxin homolog – Friedreich's ataxia, plus single-dose screen, dose response (AID 1465); S. cerevisiae Yfh1-off respiration, WST-1 reduction, 72 h; higher fold induction means a stronger effect; actives 0.074% (n = 220,000); fold induction at 50 µM; hits with a dose series show EC50 in µM;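 active = fold induction of absorbance versus untreated yeast above a set limit, then at least 30% activation at any dose in follow-up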;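 also: activators that raise dye reduction in frataxin-depleted yeast; strong numbers were not always called active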
HIV fusion peptide – cell-free HIV fusion peptide-binding blockers – biochemical, uHTS, fluorescence dequenching, primary screen (AID 1986). one-dose inhibition, % at 20 µM; IC50 in µM for titrated hits. cell-free peptide binding, fluorescence dequenching, 30 min; higher % means a stronger effect. actives 0.3% (n = 290,000); in the data active = inhibition mostly above about 52%, no sharp cut-off; inactive = mostly below about 76%; also: some results filed as inactive read as strong as hits
Dynein cargo inh – blocks dynein driven cargo transport along microtubules | 3617.4 mouse cells, GR-EGFP nuclear translocation imaging; test concentration mostly 20 µM; stimulated with dexamethasone, 1 µM; active compounds read low | z-score, hits read low | actives 0.47% (n = 220,000) | AID 1381;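 active = plate z-score of nuclear minus cytoplasmic receptor signal below a set negative limit, without overly bright fluorescence or cell loss, cut at about -3.5 in these data, passing the limit was not always enough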;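 also: z-score of nuclear minus cytoplasmic ring GR-EGFP intensity difference per well; some compounds called inactive have numbers as strong as hits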
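Also added – dexamethasone, 1.0 µM final · Buffer or medium – tet-free, stripped-serum medium · Schedule – induction 48 h, compound 1 h, agonist 30 min · Detection – formaldehyde fixation, Hoechst nuclear stain, 10x automated fluorescence imaging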
Autophagy HCS – alters autophagy in cells. MEF GFP-LC3 puncta imaging; test concentration mostly 10 µM. calls only at 10 µM (by protocol). actives 0.98% (n = 190,000). AID 463193;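 active = percentage of spot-positive cells more than 3 SD above its plate mean, without a fluorescence outlier flag or 80% toxicity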;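 also: spot-positive cell cutoff set from DMSO-treated cells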
WT yeast gro inh mutant strain – recorded beside WT yeast gro inh, whose call it bears; inhibition, %; mitochondrial fusion phenotypic screen, mutant strain inhibition
Dynein cargo inh cytoplasmic EGFP – second read-out of Dynein cargo inh, no call of its own (marks repeat the call); z-score; measured here: cytoplasmic GR-EGFP intensity; active compounds read high
Dynein cargo inh nuclear GR-EGFP – recorded beside Dynein cargo inh, whose call it bears; z-score; measured here: nuclear GR-EGFP intensity;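 lower value marks the stronger effect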
Dynein cargo inh cell count – further read-out of Dynein cargo inh, marked with its call; z-score; measured here: cell count per field
Insulin prom up cell count – also measured in Insulin prom up; calls as there; cell count; measured here: cytotoxicity, nuclei count;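 total cells summed across four imaged fields per well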
bCat nuc transl cell count 5 µM – second read-out of bCat nuc transl, no call of its own (marks repeat the call); cell count; measured here: cell count, cytotoxicity flag
MT stabilize HCS Hoechst-high % – recorded beside MT stabilize HCS, whose call it bears; % Hoechst-high responders; measured here: nuclear condensation Hoechst responders;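 share of cells brighter than vehicle mean plus two SD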
MT stabilize HCS cytotoxicity % – second read-out of MT stabilize HCS, no call of its own (marks repeat the call); toxicity, %; measured here: cytotoxicity by cell density;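 0% = mean cell density of plate MIN control wells and 100% = no cells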
Autophagy HCS cell loss 18 h – second read-out of Autophagy HCS, no call of its own (marks repeat the call); toxicity, %; measured here: cell loss, nuclei count;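 cell loss after 18 h compound exposure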
Starred values were filed as active, the others as inactive; i = inactive; · = not tested or not shown; & = joins results of further samples.

SMILES	MT stabilize HCS	MT stabilize HCS Hoechst-high %	MT stabilize HCS cytotoxicity %	AID2073	bCat nuc transl	bCat nuc transl cell count 5 µM	Insulin prom up	Insulin prom up cell count	WT yeast gro inh	WT yeast gro inh mutant strain	Yfh1-depleted yeast	HIV fusion peptide	Dynein cargo inh	Dynein cargo inh cytoplasmic EGFP	Dynein cargo inh nuclear GR-EGFP	Dynein cargo inh cell count	Autophagy HCS	Autophagy HCS cell loss 18 h
Cc1cc(C)c(NC(=O)COC(=O)CCc2ccc(S(=O)(=O)N3CCCCC3)cc2)c(C)c1	2.7	1.9	6.4	6%	-2.4	1069	-0.34	1560	-8	0	i	1.7%	0.16	-0.26	-0.02	0.26	i	-7
Cc1cc(Cl)c(OCCCn2cncn2)c(Br)c1	3.9	4.7	3.5	-9%	·	·	-0.3	1242	17	17	i	2.6%	0.87	-0.26	0.41	-0.56	i	-1
C=CCn1c(SCCCc2ccccc2)nc2c1c(=O)[nH]c(=O)n2C	4.1	2.6	7.0	2%	2.2	1072	0.24	996	26	12	·	-1.5%	-0.87	-0.22	-0.26	0.31	i	-2
COC(=O)c1ccc(CNC(=O)c2ccc(COc3ccccc3)cc2)cc1	1.5	2.1	2.9	11%	·	·	0.78	1291	17	1	i	-2.6%	0.23	-0.24	-0.3	-0.062	i	-12
C=CCNC(=O)c1sccc1Oc1ccc(F)cc1[N+](=O)[O-]	2.4	3.1	7.4	-12%	0.5	1073	-0.59	1139	-27	11	i	-2.0%	0.81	-0.14	0.67	-0.33	i	5
N=c1sccn1CC(=O)Nc1cc(Cl)ccc1Oc1ccccc1	1.5	1.2	3.3	-16%	-0.6	973	0.54	865	-8	-2	·	-2.4%	0.65	-0.11	1.2	-0.39	i	6
Cc1cc(C)cc(OC(=O)CS(=O)c2ccc(C(F)(F)F)cc2[N+](=O)[O-])c1 (stereo not drawn)	3.1	1.9	3.6	-4%	·	·	-0.52	924	43	18	i	-1.7%	-3.7*	0.45*	-1.8*	0.1*	i	7
CCOC(=O)c1ccc(NC(=O)NC(C)C2CCCO2)cc1 (stereo not drawn)	1.3	1.3	12	-2%	0.2	1052	0.74	1237	-16	-13	i	-1.4%	0.73	-0.37	0.61	0.36	i	6
Cc1ncc([N+](=O)[O-])n1CCO	2.2	1.2	2.4	-4%&-12%	-3.8	1221	0.11	1478	10&-3	-9&5	i	-3.0%&-1.2%	0.21	-0.17	0.56	-0.034	i	16
CCOc1ccccc1CNC(=O)c1cc2oc3ccccc3c2n1CC	2.3	1.6	2.8	8%	·	·	-1.3	960	24	20	i	-0.2%	-0.66	-0.28	-0.46	0.23	i	1
Cc1ccc2oc(-c3cccc(NC(=S)NC(=O)c4cccs4)c3)nc2c1	5.8	1.5	5.6	8%	2.2	1106	-0.11	1210	17	-5	i	-1.7%	-0.77	-0.27	-0.38	1.5	i	20
CC(C)CC1=C/C(=C/c2ccc(-c3ccccc3)o2)C(=O)O1	3.1	3.2	1.6	32%	-3.6	556	0.95	1162	10	-11	i	52%*	-1.1	0.16	0.17	0.21	i	1
CCN(CC)S(=O)(=O)c1ccc(NC(=O)CC(NC(C)=O)c2ccccc2)cc1 (stereo not drawn)	0.8	1.0	9.3	-5%	0.8	1213	-0.9	922	-6	5	i	-0.4%	0.52	0.11	0.64	-0.99	i	-3
COc1ccc(NC(=O)CCN2CCCCC2)cc1	4.8	3.5	5.2	45%	-0.4	1133	0.51	802	-3	-4	i	1.8%	-0.27	-0.3	-0.12	0.55	i	23
CNc1nc2sc3c(c2c(=O)n1C)CC(C)(C)SC3	3.2	1.3	3.6	-8%	-0.9	865	-0.73	1197	13	2	i	-1.9%	0.6	-0.21	0.59	0.29	i	9
CN1C(C(=O)NCCc2cccs2)CC2Cn3c(nc4ccccc43)C21 (stereo not drawn)	·	·	·	-3%	-0.4	1387	0.43	1059	·	·	i	-1.3%	0.35	-0.47	0.35	0.14	·	·
CC(=O)Nc1ccc(Cl)cc1C(=O)O	2.0	1.4	9.0	5%	-1.4	1079	0.1	1041	1	22	i	-0.4%	-0.34	-0.22	0.068	0.44	i	-6
CN1C(=O)NC(c2ccccc2)C2=C1CN(Cc1ccco1)C2=O (stereo not drawn)	3.4	1.5	1.6	-5%	-1.3	1058	-0.7	1708	7	5	i	1.0%	1.2	-0.062	0.92	-0.34	i	-6
C=CCNc1nc(N(c2ccccc2)c2ccccc2)nc(-n2ccnc2)n1	3.1	3.2	13	6%	-2.0	940	0.03	1405	16	-4	i	14%	-0.16	-0.17	0.02	0.32	i	1
CCOC(=O)N1CCC(N2CCN(c3cc(C)ccc3C)CC2)CC1	2.1	1.0	4.8	3%	·	·	0.87	756	4	13	i	0.9%	-0.15	-0.27	0.14	0.93	i	22
CCS(=O)(=O)Nc1c(C(=O)O)[nH]c2ccccc12	4.4	3.8	6.1	-3%	-1.2	966	0.22	1130	-6	-1	i	-0.9%	-0.95	-0.18	-0.094	0.34	i	4
CC1(C)CC(NC(=O)N2c3ccccc3Sc3ccccc32)CC(C)(C)N1	·	·	·	1%	0.3	1235	-0.28	1425	·	·	i	-0.1%	-0.25	-0.2	-0.012	0.5	·	·
CCN(CC)C(=O)CSc1nc2ncc(Cl)cc2[nH]1	4.4	4.0	3.9	-2%	-3.7	654	-0.53	1389	4	19	i	-1.6%	0.16	-0.32	0.21	0.15	i	15
O=S(=O)(Nc1cccnc1)c1ccc(Cl)c(C(F)(F)F)c1	3.2	2.4	1.1	13%	-0.5	1286	0.19	1229	6	6	i	6.0%	-0.14	-0.25	-0.012	0.084	i	-8
Cc1c(C)c(C)c(CN2CCCC2)c(C)c1C	·	·	·	11%	-2.6	1355	·	·	·	·	i	-0.6%	0.091	0.081	-0.0065	0.11	·	·
The list goes on.
SMILES	MT stabilize HCS	MT stabilize HCS Hoechst-high %	MT stabilize HCS cytotoxicity %	AID2073	bCat nuc transl	bCat nuc transl cell count 5 µM	Insulin prom up	Insulin prom up cell count	WT yeast gro inh	WT yeast gro inh mutant strain	Yfh1-depleted yeast	HIV fusion peptide	Dynein cargo inh	Dynein cargo inh cytoplasmic EGFP	Dynein cargo inh nuclear GR-EGFP	Dynein cargo inh cell count	Autophagy HCS	Autophagy HCS cell loss 18 h
CC[C@H](C)[C@H](NC(N)=O)C(=O)NCCc1ccc(Cl)cc1Cl	6.0	1.4	4.8	-8%	-1.5	1147	-0.58	1354	0	-7	i	-1.1%	0.21	-0.35	-0.072	-0.2	i	7
Cc1cc(C(=O)N/N=C\c2ccc(COc3ccc([N+](=O)[O-])cc3)o2)ccc1[N+](=O)[O-]	1.8	1.4	6.0	2%	0.0	1046	·	·	6	4	i	-4.6%	-0.71	-0.25	-0.15	-0.14	i	3
CCn1c(-c2nn(C)c(C)c2Cl)n[nH]c1=S	3.8	3.3	6.8	-5%	·	·	·	·	-11	1	i	-0.6%	0.57	-0.26	0.085	1	i	0
CC(=O)C1=NN(c2ccccc2)C(c2ccc3c(c2)OCO3)N1c1ccccc1 (stereo not drawn)	1.1	3.4	5.5	2%	-3.6	546	0.13	1288	38	16	i	-1.5%	-0.34	0.59	-0.31	0.49	i	-9
Cc1onc(-c2c(Cl)cccc2Cl)c1C(=O)Nc1nc(C(C)(C)C)cs1	·	·	·	0%	0.9	1363	0.12	1132	·	·	i	-1.5%	-0.14	1.4	0.26	-0.0057	·	·
O=C(CN1CCC(c2nc3ccccc3s2)CC1)NCc1ccccc1	2.4	1.6	1.4	-3%	0.7	1150	·	·	24	7	i	-0.4%	-0.72	-0.21	-0.12	0.91	i	-3
Cc1ccc(CNC(=O)COc2ccccc2-c2ccccc2)cc1	2.6	3.5	5.9	-3%	-1.3	979	-0.54	1316	20	-4	i	-0.2%	0.35	-0.014	-0.068	-0.083	i	-3

Of the compounds above, these contain four or more nitrogen atoms.
SMILES	MT stabilize HCS	MT stabilize HCS Hoechst-high %	MT stabilize HCS cytotoxicity %	AID2073	bCat nuc transl	bCat nuc transl cell count 5 µM	Insulin prom up	Insulin prom up cell count	WT yeast gro inh	WT yeast gro inh mutant strain	Yfh1-depleted yeast	HIV fusion peptide	Dynein cargo inh	Dynein cargo inh cytoplasmic EGFP	Dynein cargo inh nuclear GR-EGFP	Dynein cargo inh cell count	Autophagy HCS	Autophagy HCS cell loss 18 h
C=CCn1c(SCCCc2ccccc2)nc2c1c(=O)[nH]c(=O)n2C	4.1	2.6	7.0	2%	2.2	1072	0.24	996	26	12	·	-1.5%	-0.87	-0.22	-0.26	0.31	i	-2
CN1C(C(=O)NCCc2cccs2)CC2Cn3c(nc4ccccc43)C21 (stereo not drawn)	·	·	·	-3%	-0.4	1387	0.43	1059	·	·	i	-1.3%	0.35	-0.47	0.35	0.14	·	·
C=CCNc1nc(N(c2ccccc2)c2ccccc2)nc(-n2ccnc2)n1	3.1	3.2	13	6%	-2.0	940	0.03	1405	16	-4	i	14%	-0.16	-0.17	0.02	0.32	i	1
CCN(CC)C(=O)CSc1nc2ncc(Cl)cc2[nH]1	4.4	4.0	3.9	-2%	-3.7	654	-0.53	1389	4	19	i	-1.6%	0.16	-0.32	0.21	0.15	i	15
Cc1cc(C(=O)N/N=C\c2ccc(COc3ccc([N+](=O)[O-])cc3)o2)ccc1[N+](=O)[O-]	1.8	1.4	6.0	2%	0.0	1046	·	·	6	4	i	-4.6%	-0.71	-0.25	-0.15	-0.14	i	3
CCn1c(-c2nn(C)c(C)c2Cl)n[nH]c1=S	3.8	3.3	6.8	-5%	·	·	·	·	-11	1	i	-0.6%	0.57	-0.26	0.085	1	i	0

High-throughput results deposited in PubChem BioAssay by several laboratories.
